a7 integrin act = activators of alpha7 integrin expression for muscular dystrophy | alpha7betagal myoblasts, beta-gal FDG fluorescence, 48 h | 0.064% of 350,000 active | AID 624291 | Potency, µM (top dose mostly 38.3 µM), for inactives: at the highest dose activation, most hits filed as activators;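 further: potency means the concentration at half of the fitted maximal effect; 100% = response of the positive control SU9516; nearly all actives have a fitted effect of over 60% in size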
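Alpha7betagal+/- myoblasts (passage 13) were plated 16-24 hr, then exposed to compounds (1:260 dilution of DMSO stock) for 48 hours at 37C. After MPER lysis, β-galactosidase reporter activity was read as FDG fluorescence (ex 480/em 540) after 30 minutes.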
Eya2 phos inh = Eya2 (human) phosphatase inhibition | 0.006% of 330,000 active | recombinant Eya2, OMFP fluorescence dephosphorylation (OMFP is methylfluorescein phosphate) | O00167 | Potency, µM (highest dose often 76.9 µM), inactives show at the top dose activity, negative = inhibition, most hits filed as inhibitors; further: potency means the concentration at half of the fitted maximal effect; on the % scale 0 is the no-effect control and ±100 the full control effect
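Eya2 protein (added as 0.2 uM solution) was preincubated with compound for 10 min at ambient temperature in 50 mM HEPES pH 7.5, 50 mM NaCl, 5 uM MgCl2, 0.05% BSA, 1 mM DTT. OMFP (added at 50 uM) then reacted 10 min; fluorescence read at 485/525 nm.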
BCR signal inh = chronic active BCR signaling inhibition. ABC-DLBCL IkBa-CBG/CBR reporter, luminescence ratio, 4 h. 0.05% of 340,000 active. AID 493014. Potency, µM (top dose mostly 46.1 µM), inactives show at the top dose ratio change, negative = lower green/red ratio, actives largely listed as inhibitors; active means well fitted inhibition curve with a large enough effect in the signal ratio, with a control signal flat, not every such curve was filed as active; inconclusive means small, poorly fitted or top-dose-only effect, or effect the other way, or a change in a side signal; the % refers to the signal ratio;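 further: potency means the concentration at half of the fitted maximal effect; plate controls were basal doxycycline-induced cells for no effect and cells given 10 µM MG132 for full effect; MG132 reads +100%, hits lower the ratio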
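TMD8 ABC-DLBCL cells carrying doxycycline-inducible green luciferase fused to IkappaBalpha plus unfused red luciferase were exposed to compounds (up to 46 uM) for 4 hrs at 37C. Activity came from the overlap-corrected green/red luminescence ratio.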
ASM inhibitor = blocks human secretory acid sphingomyelinase | P17405 | placental ASM, HMU-PC fluorogenic substrate, 60 min | Potency, µM (highest dose often 57.5 µM), inactives show at the top dose activity change, negative = inhibition, most hits filed as inhibitors | 0.006% of 340,000 active | AID 504937; further: potency means the concentration at half of the fitted maximal effect
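Steps: dispense placental human ASM, pin compound, wait 10 min at room temperature, add HMU-PC0 substrate at 9 uM final, incubate 60 min at 37 °C, add stop solution raising pH to 10, read fluorescence.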
ELG1 repair inh = blocks ELG1-dependent DNA repair in HEK293T cells; Potency, µM (top dose mostly 46.1 µM), inactives show at the top dose activity change, negative = inhibition, actives largely listed as inhibitors; 2.3% of 330,000 active; HEK293T ELG1-luciferase reporter, luminescence, 16 h; DNA damage induced by 5-fluorouridine; further: potency means the concentration at half of the fitted maximal effect; on the % scale 0 is the no-effect control and ±100 the full control effect; nearly all actives have a fitted effect of over 55% in size
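5-Fluorouridine DNA damage + compound/DMSO, 2,000 cells/well, 16 h, 37 °C/5% CO2. ONE-Glo, 30 min RT, luminescence. Readout = decrease in reporter signal.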
TCR act = activators of T cell receptors; primary human leukocytes, anti-CD3, IL-2 HTRF, 48 h; Potency, µM (doses to about 9.22 µM), for inactives: at the top dose activation of IL-2 secretion, hits mostly activators; 330,000 tested, under 10 active; AID 504894; further: % of control where 0% means no effect
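48 hr co-incubation of compounds, a-CD3 beads and primary human leukocytes; IL-2 quantified homogeneously by HTRF with anti-IL-2 K and d2 conjugates.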
TSG101-PTAP inh = blocks PTAP/TSG101 interaction to inhibit HIV-1 budding; Q99816; Fluorescence polarization, FITC-PTAP peptide / Tsg101 binding; Potency, µM (series often up to 115 µM), inactives show at the top dose activity change, negative = inhibition, most hits filed as inhibitors; 340,000 tested, under 10 active; AID 493005; active means well fitted inhibition curve with a large enough effect in the main read-out, with a control signal flat, not every such curve was filed as active; inconclusive means small, poorly fitted or top-dose-only effect, or effect the other way, or a change in a side signal; inactive means no such curve, though single readings can be large or run the other way; further: potency means the concentration at half of the fitted maximal effect; % of control where 0% means no effect
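Fluorescence polarization binding of Tsg101 binding domain (10 uM final) to FITC-labeled PTAP peptide (50 nM final) in HEPES pH 7.5 buffer with NaCl, Tween 20, EDTA, TCEP. Compounds added before peptide; binding 20 min at RT.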
TSHR antagonist = antagonists of human thyroid stimulating hormone receptor | 0.2% of 330,000 active | TSHR-expressing cells, TSH-stimulated cAMP HTRF, 2 h; hits give low values | activity change, negative = inhibition, % at 11.5 µM | AID 504810 | P16473;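 active means activity change below a set negative limit, meaning inhibition stronger than a set level, cut at about -70% in these data; inconclusive means activity change between two set negative limits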; further: on the % scale 0 is the no-effect control and ±100 the full control effect
Target sequence (P16473 whole entry, looked up): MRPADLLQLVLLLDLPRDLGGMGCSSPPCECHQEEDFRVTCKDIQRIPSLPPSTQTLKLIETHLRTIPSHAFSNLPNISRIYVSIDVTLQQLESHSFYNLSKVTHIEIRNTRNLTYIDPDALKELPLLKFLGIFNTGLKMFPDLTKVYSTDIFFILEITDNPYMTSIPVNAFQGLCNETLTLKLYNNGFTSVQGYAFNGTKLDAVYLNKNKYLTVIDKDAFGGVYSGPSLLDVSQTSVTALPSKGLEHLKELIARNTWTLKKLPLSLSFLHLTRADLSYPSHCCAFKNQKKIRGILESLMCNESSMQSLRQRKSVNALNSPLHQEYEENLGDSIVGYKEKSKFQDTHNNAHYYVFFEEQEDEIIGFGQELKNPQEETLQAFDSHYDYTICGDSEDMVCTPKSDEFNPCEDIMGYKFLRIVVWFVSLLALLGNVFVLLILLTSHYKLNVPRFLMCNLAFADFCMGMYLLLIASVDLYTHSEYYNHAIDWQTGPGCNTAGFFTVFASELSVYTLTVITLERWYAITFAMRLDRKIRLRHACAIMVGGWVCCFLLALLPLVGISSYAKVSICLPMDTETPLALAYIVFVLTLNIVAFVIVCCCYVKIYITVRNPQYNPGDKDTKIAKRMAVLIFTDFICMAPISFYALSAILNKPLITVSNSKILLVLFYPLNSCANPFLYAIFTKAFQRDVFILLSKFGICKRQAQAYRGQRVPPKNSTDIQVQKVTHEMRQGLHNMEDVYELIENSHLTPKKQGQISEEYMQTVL
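Inhibition of cAMP made by TSHR-expressing cells under TSH stimulation (4nM final, EC80; 2 h, 37 deg C) is quantified with a one-step lysis HTRF kit, anti-cAMP cryptate versus cAMP-d2.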
Tb PFK block = T. brucei PFK enzyme inhibition; Potency, µM (series often up to 57.5 µM), without a hit: top-dose activity, negative = inhibition, actives largely listed as inhibitors; T. brucei PFK, ADP-Glo luminescence; O15648; 0.17% of 330,000 active;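 further: potency means the concentration at half of the fitted maximal effect; 0% = uninhibited 1x PFK enzyme wells and -100% = no-enzyme wells; nearly all actives have a fitted effect of over 60% in size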
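PFK 1.25 nM, F6P 0.5 mM, ATP 0.1 mM, 0.1 M TEA pH 8.0, 5 mM MgCl2, 0.01% Tween20, 0.1% BSA; 45 min RT. ADP-Glo readout. qHTS titration up to 57 uM; curves fitted, compounds curve-classed.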
Mito fusion act = blocks mitochondrial division or promotes mitochondrial fusion; S. cerevisiae fusion-defective mutant growth rescue, CellTiterGlo 48 h; Potency, µM (top dose mostly 46.1 µM), without a hit: top-dose growth rescue (activation), most hits filed as activators; 0.23% of 320,000 active; AID 485298;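 further: potency means the concentration at half of the fitted maximal effect; % of control where 0% means no effect; nearly all actives have a fitted effect of over 45% in size; temperature-sensitive fusion mutants such as fzo1-1 at 37 °C on non-fermentable ethanol glycerol medium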
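Temperature-sensitive fusion-defective S. cerevisiae (e.g. fzo1-1, mgm1-5) were grown with compound in YPEG medium (3% ethanol, 3% glycerol) for 48 hours at 37C. Growth rescue was measured as viability by CellTiterGlo luminescence after 10 minutes at ambient.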
A-T KAP1 phos = candidate therapy for ataxia-telangiectasia; […] A-T fibroblasts, KAP-1 phosphorylation AlphaLISA; neocarzinostatin DNA damage 30 min before lysis; Potency, µM (titrated, usually from 57.5 µM), for the others: at the highest dose activation, actives largely listed as activators; 0.19% of 320,000 active; further: potency means the concentration at half of the fitted maximal effect; % of control where 0% means no effect; nearly all actives have a fitted effect of over 45% in size
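ATM-like activity read as KAP-1 phosphorylation via AlphaLISA donor/acceptor antibody pairs after lysis and 6 hr at 25C. Cells were ATM-null patient fibroblasts ([…], hTERT), dosed 60 min, then exposed to the DSB inducer NCS for 30 min.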
* hit, by the source's call; [ ] = another dose, or the depositor's remark. Unless noted, the call rests on the fitted dose curve; in most records, active means well fitted curve in the direction sought with a large enough effect; inconclusive means small, poorly fitted or top-dose-only effect, or another doubt; inactive means no such curve, though single readings can be large; an effect the other way counts as inactive or inconclusive.

For Cc1csc(SCC(=O)O)n1 the results were a7 integrin act 17%, Eya2 phos inh 6%, BCR signal inh -1%, ASM inhibitor 3%, ELG1 repair inh 0%, TCR act 1%, TSG101-PTAP inh -1%, TSHR antagonist -3, Tb PFK block 3%, Mito fusion act 0% and A-T KAP1 phos -5%.
Screening O=C(O)COc1ccccc1/C=N/NC(=O)c1cccc(S(=O)(=O)Nc2cccc(Cl)c2)c1 returned a7 integrin act -3%, Eya2 phos inh 8%, BCR signal inh 4%, ASM inhibitor 0%, ELG1 repair inh 2%, TCR act -3%, TSG101-PTAP inh -1%, TSHR antagonist -4, Tb PFK block 4%, Mito fusion act 2% and A-T KAP1 phos 13%.
`CCOc1ccc(CCNC(=O)COC(=O)/C=C/c2ccccc2)cc1OCC` gave a7 integrin act -15%, Eya2 phos inh -12%, BCR signal inh -11%, ASM inhibitor -2%, ELG1 repair inh 16%, TCR act -5%, TSG101-PTAP inh 0%, TSHR antagonist 4, Tb PFK block 2%, Mito fusion act -11% and A-T KAP1 phos 1%.
O=C(O)c1ccc2c(=O)n(Cc3ccccc3)c(SCc3ccc([N+](=O)[O-])cc3)nc2c1 was read as a7 integrin act 21%, Eya2 phos inh 3%, BCR signal inh 11%, ASM inhibitor 5%, ELG1 repair inh 0%, TCR act 10%, TSG101-PTAP inh -7%, TSHR antagonist -13, Tb PFK block 3%, Mito fusion act 4% and A-T KAP1 phos -2%.
CCOc1ccc(NC(=S)NC(=O)/C=C/c2ccc(C)cc2)c([N+](=O)[O-])c1 was read as a7 integrin act -38%, Eya2 phos inh -6%, BCR signal inh 4%, ASM inhibitor -3%, ELG1 repair inh 6%, TCR act 5%, TSG101-PTAP inh -1%, TSHR antagonist -2, Tb PFK block -6%, Mito fusion act -6% and A-T KAP1 phos -11%.
For CCN(CC)C(=O)CN(c1ccc2c(c1)OCO2)S(C)(=O)=O the results were a7 integrin act 17%, Eya2 phos inh -21%, BCR signal inh -18%, ASM inhibitor 6%, ELG1 repair inh -3%, TCR act -73%, TSG101-PTAP inh -9%, TSHR antagonist 1, Tb PFK block -1%, Mito fusion act -2% and A-T KAP1 phos -2%.
CC1(c2ccccc2)CC(C)(C)N(C(=O)C2CCCO2)c2ccccc21 (configuration not stated) was read as a7 integrin act -23%, Eya2 phos inh -6%, BCR signal inh inconclusive, ASM inhibitor -4%, ELG1 repair inh -8%, TSG101-PTAP inh -6%, TSHR antagonist -5, Tb PFK block 1% and Mito fusion act 2%.
`O=c1oc(-c2cccs2)nc2ccc(Cl)cc12` gave a7 integrin act 17%, Eya2 phos inh 10%, BCR signal inh inconclusive, ASM inhibitor -5%, ELG1 repair inh 16%, TCR act 2%, TSG101-PTAP inh -9%, TSHR antagonist -29, Tb PFK block 14%, Mito fusion act -3% and A-T KAP1 phos 1%[11.5 µM].
For Cc1ncsc1CCOC(=O)C12CC3CC(CC(C3)C1)C2 the results were a7 integrin act 11%, Eya2 phos inh -18%, BCR signal inh 5%, ASM inhibitor -3%, ELG1 repair inh -3%, TSG101-PTAP inh -9%, TSHR antagonist inconclusive, Tb PFK block -1%, Mito fusion act -1% and A-T KAP1 phos 6%.
`COc1ccc(/C(O)=C2/C(=O)C(=O)N(CCCN3CCOCC3)C2c2ccc(N(C)C)cc2)cc1` (configuration not stated) gave a7 integrin act 21%, Eya2 phos inh -6%, BCR signal inh -1%, ASM inhibitor 14%, ELG1 repair inh -23%, TCR act 8%, TSG101-PTAP inh -2%, TSHR antagonist 4, Tb PFK block 2%, Mito fusion act 1% and A-T KAP1 phos 6%.
Screening COC(=O)c1ccccc1NC(=O)c1nc2nc(C)cc(C(F)F)n2n1 returned a7 integrin act 0%, Eya2 phos inh 14%, BCR signal inh inconclusive, ASM inhibitor -7%, ELG1 repair inh -7%, TCR act 0%, TSG101-PTAP inh -1%, TSHR antagonist -10, Tb PFK block 0%, Mito fusion act 2% and A-T KAP1 phos 7%.
CC(=O)NC(C)C12CC3CC(CC(CC(=O)O)(C3)C1)C2 (configuration not stated) was read as a7 integrin act -2%, Eya2 phos inh 15%, BCR signal inh 2%, ASM inhibitor 1%, ELG1 repair inh 4%, TCR act -3%, TSG101-PTAP inh -8%, TSHR antagonist 33, Tb PFK block -1%, Mito fusion act 2% and A-T KAP1 phos 5%.
Screening O=C(NNS(=O)(=O)c1ccccc1C(F)(F)F)c1cc2ncc(C(F)(F)F)cc2s1 returned a7 integrin act -14%, Eya2 phos inh -1%, BCR signal inh 0%, ASM inhibitor -4%, ELG1 repair inh -8%, TCR act -2%, TSG101-PTAP inh -4%, TSHR antagonist -9, Tb PFK block 0%, Mito fusion act -3% and A-T KAP1 phos 1%.
Screening Fc1ccc(F)c(NC(=S)NCCc2ccccc2)c1 returned a7 integrin act -41%, Eya2 phos inh 3%, BCR signal inh inconclusive, ASM inhibitor 2%, ELG1 repair inh -4%, TSG101-PTAP inh -2%, TSHR antagonist -15, Tb PFK block 2%, Mito fusion act -14% and A-T KAP1 phos 1%.
`O=C1c2oc3ccccc3c(=O)c2C(c2cccc(Br)c2)N1Cc1ccco1` (configuration not stated) gave a7 integrin act 8%, Eya2 phos inh -18%, BCR signal inh -3%, ASM inhibitor -3%, ELG1 repair inh -5%, TCR act -4%, TSG101-PTAP inh -2%, TSHR antagonist 18, Tb PFK block 3%, Mito fusion act 5% and A-T KAP1 phos 4%.
O=S(=O)(NCc1nnc2ccccn12)c1ccc(Cl)cc1 was read as a7 integrin act 7%, Eya2 phos inh -7%, BCR signal inh inconclusive, ASM inhibitor 1%, ELG1 repair inh 12%, TCR act -2%, TSG101-PTAP inh 0%, TSHR antagonist 1, Tb PFK block 2%, Mito fusion act -1% and A-T KAP1 phos -3%.
For NC(=O)Cn1c(=O)n(CCc2ccccc2)c(=O)c2c3c(sc21)CCCC3 the results were a7 integrin act 30%, Eya2 phos inh 0%, BCR signal inh 4%, ASM inhibitor 5%, ELG1 repair inh 2%, TSHR antagonist 13, Tb PFK block -4%, Mito fusion act 0% and A-T KAP1 phos 1%.
`Cc1ccc(S(=O)(=O)N(C)CCCC(=O)Nc2ccc(F)cc2)cc1` gave a7 integrin act -6%, Eya2 phos inh 1%, BCR signal inh -6%, ASM inhibitor -2%, ELG1 repair inh inconclusive, TCR act -1%, TSG101-PTAP inh -1%, TSHR antagonist -3, Tb PFK block -9%, Mito fusion act -6% and A-T KAP1 phos 0%.
For Cn1cccc1Cc1nnc(SCC(=O)Nc2ccccc2F)n1CCc1ccccc1 the results were a7 integrin act 19%, Eya2 phos inh -2%, BCR signal inh 4%, ASM inhibitor -4%, ELG1 repair inh -23%, TCR act 1%[46.1 µM], TSG101-PTAP inh -1%, TSHR antagonist 2, Tb PFK block 0%, Mito fusion act 9% and A-T KAP1 phos 0%.
Cc1cccc(C)c1NC(=O)CN(C)C(C)C(=O)Nc1ccccc1-c1ccccc1 (configuration not stated) was read as a7 integrin act 34%, Eya2 phos inh -2%, BCR signal inh inconclusive, ASM inhibitor 1%, ELG1 repair inh 0%, TCR act -1%, TSG101-PTAP inh -1%, TSHR antagonist 5, Tb PFK block -2%, Mito fusion act -5% and A-T KAP1 phos 5%.
`O=C(CN1CCN(C(=O)c2ccccc2)CC1)Nc1ncc(Br)cc1Br` gave a7 integrin act -1%, Eya2 phos inh -1%, BCR signal inh 17%, ASM inhibitor 1%, ELG1 repair inh -3%, TCR act 0%, TSG101-PTAP inh 1%, TSHR antagonist 0, Tb PFK block 4%, Mito fusion act 7% and A-T KAP1 phos 9%.
For COC(=O)c1ccc(C)c(NC(=O)Cn2c(C)csc2=O)c1 the results were a7 integrin act 35%, Eya2 phos inh -6%, BCR signal inh -1%, ASM inhibitor 2%, ELG1 repair inh 6%, TCR act 0%, TSG101-PTAP inh -2%, TSHR antagonist 6, Tb PFK block 0% and A-T KAP1 phos 9%.

Compound activity: PubChem, National Center for Advancing Translational Sciences (NCATS)
